High-throughput results as filed in PubChem.
Diaphorase act = counter-screen for diaphorase-based assays: diaphorase activators and chemical reducers. Diaphorase/resazurin coupled assay, resorufin fluorescence, 16 min; stronger effect = higher value; 1 = vehicle wells, 0 = NADH-free wells. activation factor at 20 µM. 190,000 compounds, 0.005% hits. AID 1229;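 active = diaphorase activity raised at least twofold by the compound at 20 µM; inactive = activation factor below 2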
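Assay system: Purified diaphorase enzyme from Clostridium kluyveri | Amount: Enzyme 0.07 U/mL final | Dosing: Compound 20 µM once, DMSO 1% | Timing: 16 min reaction at room temperature | Detection: Fluorescence, excitation 544 nm and emission 590 nm | Evaluation: Higher resorufin formation from activation or reduction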
Redox H2O2 prof = compounds producing H2O2 with reducing agent – biochemical, NIH compound library profiling, artefact control for MLSCN library redox annotation, primary screen | 200,000 compounds, 0.03% hits | AID 878 | DTT-dependent redox cycling H2O2, phenol red/HRP absorbance; 100% = 100 µM peroxide control, 0% = buffer | activation, % at 10 µM;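 active = activation of at least 50% relative to the plate's high and low controls in the primary single-dose screen; inactive = activation below 50%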;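 also: compound incubated with DTT at 0.8 mM final as the reducing agent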
PMI act = phosphomannose isomerase (human) activation | P34949 | purified human PMI, coupled resazurin fluorescence, 20 min; stronger effect = higher value; 1 = vehicle control, 0 substrate-free wells | activation factor at 20 µM | 190,000 compounds, 0.005% hits | AID 1214;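 active = activation factor of 2 or more at 20 µM, relative to plate controls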
G6PDH counter = counter-screen for G6PDH assay hits: L. mesenteroides G6PDH inhibition; Purified L. mesenteroides G6PDH, diaphorase/resazurin coupled fluorescence, 45 min; inhibition, % at 5 µM; 200,000 compounds, 0.12% hits; AID 1020
TLR4-MyD88 BLA = inhibitors of human TLR4-MyD88 binding. O00206+Q99836. HeLa CL3-4 TLR4/MyD88 BLA complementation, FRET ratio. inhibition, % at 8.4 µM. 200,000 compounds, 0.18% hits; in the data active = inhibition above about 25%;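 also: 0% = vehicle and 100% = reference inhibitor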
Target sequence (O00206 whole entry, looked up): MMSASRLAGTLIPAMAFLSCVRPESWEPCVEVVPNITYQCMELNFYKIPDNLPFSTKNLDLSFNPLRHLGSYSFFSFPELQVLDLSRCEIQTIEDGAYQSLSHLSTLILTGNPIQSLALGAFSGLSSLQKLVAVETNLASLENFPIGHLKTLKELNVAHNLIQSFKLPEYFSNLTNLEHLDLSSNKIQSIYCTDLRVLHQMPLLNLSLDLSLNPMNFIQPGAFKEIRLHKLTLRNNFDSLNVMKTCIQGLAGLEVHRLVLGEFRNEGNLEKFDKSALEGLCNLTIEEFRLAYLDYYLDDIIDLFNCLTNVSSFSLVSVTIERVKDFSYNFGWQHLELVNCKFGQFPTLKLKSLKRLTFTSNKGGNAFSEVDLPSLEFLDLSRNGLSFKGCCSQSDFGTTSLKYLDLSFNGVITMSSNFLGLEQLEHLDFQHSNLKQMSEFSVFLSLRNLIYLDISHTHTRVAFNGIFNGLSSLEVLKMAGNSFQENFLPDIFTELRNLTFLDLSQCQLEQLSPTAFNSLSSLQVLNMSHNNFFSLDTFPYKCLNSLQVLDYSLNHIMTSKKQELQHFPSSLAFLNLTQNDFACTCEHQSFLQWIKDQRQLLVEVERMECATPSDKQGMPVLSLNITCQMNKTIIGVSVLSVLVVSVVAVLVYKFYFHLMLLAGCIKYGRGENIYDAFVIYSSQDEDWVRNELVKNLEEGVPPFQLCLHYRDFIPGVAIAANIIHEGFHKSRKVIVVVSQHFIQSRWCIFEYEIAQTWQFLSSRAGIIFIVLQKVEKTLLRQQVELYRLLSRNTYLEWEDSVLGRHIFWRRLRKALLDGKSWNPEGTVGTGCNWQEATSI
Target sequence (Q99836 whole entry, looked up): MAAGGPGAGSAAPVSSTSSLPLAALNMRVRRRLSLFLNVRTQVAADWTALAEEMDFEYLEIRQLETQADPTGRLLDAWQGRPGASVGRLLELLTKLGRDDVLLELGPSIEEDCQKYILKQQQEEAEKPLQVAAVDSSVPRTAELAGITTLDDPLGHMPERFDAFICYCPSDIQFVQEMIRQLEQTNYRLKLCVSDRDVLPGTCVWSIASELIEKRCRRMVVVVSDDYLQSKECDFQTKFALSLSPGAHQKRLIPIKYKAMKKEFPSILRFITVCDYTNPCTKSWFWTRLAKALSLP
S1P3 antagonist = S1P3 (human) receptor antagonism; Q99500; CHO S1P3 NFAT-BLA reporter, FRET fluorescence, antagonist mode; inhibition, % at 4.98 µM; 170,000 compounds, 0.27% hits;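 active = inhibition above the plate cutoff, the mean inhibition of test wells on that plate plus 3 SD, cut at about 28% in these data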;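 also: cells challenged with S1P at its EC80 of 0.8 µM; blue over green emission ratio from cleaved BLA substrate after 4 h stimulation; 0% = S1P-stimulated wells and 100% = unstimulated DMSO-only wells; some compounds past the cut are filed as inactive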
Diaph inh CS = diaphorase inhibition or chemical oxidation counter-screen | diaphorase resazurin-to-resorufin fluorescence, NADH, 16 min; bacterial (C. kluyveri) enzyme, not human | inhibition, % at 20 µM | 190,000 compounds, 0.69% hits | AID 1217;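 active = primary screen inhibition at 20 µM above a set limit, cut at about 50% in these data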;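 also: plate controls were DMSO with full reaction for no effect and wells lacking NADH for full effect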
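System: Bacterial diaphorase enzyme (C. kluyveri) | Incubation: 16-min room-temperature incubation before reading | Benchmarks: No-NADH positive control and DMSO neutral control | Measured by: Resorufin fluorescence 544/590 nm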
Lmaj promast = reduces viability of Leishmania major promastigotes; resazurin fluorescence viability; inhibition, % at 10 µM; 200,000 compounds, 9% hits; AID 1063;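 also: promastigotes grown with compound for 44 hours at 28 °C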
RAM network inh = blocks the yeast RAM network | inhibition, % at 50 µM | 190,000 compounds, 1.8% hits | AID 868 | S. cerevisiae dse1pr::URA3 reporter, 5-FOA growth OD615, 2 d; analog-sensitive cbk1-as2 kinase mutant strain;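 active = inhibition above a set limit, 3 SD over mean compound inhibition, cut at about 8.4% in these data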;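 also: 0% = DMSO-only wells with no growth and 100% = 10 µM 1-NA-PP1 full growth; inhibition rescues growth on 5-FOA so higher OD means more RAM inhibition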
PMI act satM6P = increases human PMI activity with near-saturating mannose 6-phosphate; P34949; coupled PMI enzyme assay, resazurin fluorescence, 20 min; stronger effect = higher value; 1 = untreated enzyme, 0 = substrate-free blank; activation factor at 20 µM; 190,000 compounds, 0.34% hits; AID 1216;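 active = activation factor of 2 or more at 20 µM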
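Test system: human phosphomannose isomerase with PGI, G6PDH, diaphorase coupling enzymes; Amount: PMI at 15 ng/mL final; Reagent: Mannose-6-phosphate 1.0 mM (near-saturating) plus 0.22 mM NADP+; Timing: 20 min, room temperature; Technique: resorufin fluorescence at Ex 544/Em 590 nm; Dosing: 20 µM single dose.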
Hsp70 activator = Hsp70 transcriptional activation, primary screen; 200,000 compounds, 0.04% hits; activation, % at 10 µM; AID 1203; HeLa Hsp70 promoter luciferase reporter, luminescence; scaled: vehicle 0, proteasome-inhibitor control 100%;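 active = activation above the mean across all tested compounds plus 3 SD, cutoff set per campaign, cut at about 5.5% in these data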;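 also: 100% = MG132 at 30 µM as the positive control and 0% = DMSO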
The depositor's hits bear a star; · = no result given. Rule as the data show it, unless noted: active = inhibition above about 50%; inactive = the rest. Compounds were not picked by outcome (roughly 12% active in at least one column).

SMILES	Diaphorase act	Redox H2O2 prof	PMI act	G6PDH counter	TLR4-MyD88 BLA	S1P3 antagonist	Diaph inh CS	Lmaj promast	RAM network inh	PMI act satM6P	Hsp70 activator
CCC(CC)NC(=O)Cc1ccccc1OC	0.9	0.3	1	-6	-10	·	8	-3	2.4	1.1	-0.3
CN(c1cccc(NC(=O)CN2C(=O)c3ccccc3S2(=O)=O)c1)S(C)(=O)=O	1	1.1	1	2	-6	8	2	-2	2.7	1	-0.1
O=C(Nc1ncccc1Cl)c1cccc(F)c1	0.8	0.2	1	0	-3	·	19	-7	-0.6	1.1	-0.2
Cc1nn(-c2ccccc2)c(Cl)c1C(=O)NCC(C)C	0.9	-13	1	3	-3	·	10	4	3.4	1.1	-0.1
CCOC(=O)CSc1nnc(CNC(=O)c2ccc(OC)cc2OC)n1-c1ccc(OC)cc1	0.9	1.8	1.1	9	-5	-13	12	0	2.3	1	0.8
CSc1ccccc1NC(=O)CO/N=C(\C)c1cc2ccccc2o1	0.8	0.4	0.9	8	6	-3	20	95*	9.2*	0.9	-0.5
N/C(=N/O)c1cccn1Cc1ccccc1[N+](=O)[O-]	0.9	4.3	0.9	5	-3	-19	12	-2	0.1	1	-0.1
Cc1ccc(NC(=O)CCn2cnc3ccccc3c2=O)cc1Cl	0.9	0.6	1	-2	2	-30	9	-4	1.7	0.9	-0.2
O=S(=O)(c1ccc(Cl)cc1)N1CCN=C1SCc1ccc(Cl)c(Cl)c1	0.9	1.0	0.8	3	-4	-14	8	-2	6.4	0.9	-0.3
CCC1CCCCN1Cc1ccc(CNS(=O)(=O)c2ccc3c(c2)oc(=O)n3C)o1 (stereo unspecified)	0.9	-2.8	1	7	5	7	13	98*	0.4	0.9	-0.1
Cc1ccc(NC(=O)CCCN2C(=O)/C(=C/C=C/c3ccccc3)SC2=S)cc1	1	0.4	1.1	-19	2	-14	3	3	2.4	1.2	-0.3
COc1ccc(CC(=O)Nc2ccc(OC(C)=O)cc2C(=O)O)cc1	0.9	-0.9	1	3	4	-2	11	-2	2.0	0.9	0.7
Cc1nc2sc(C(c3ccccc3)N3CCN(c4ccccc4F)CC3)c(O)n2n1 (stereo unspecified)	0.8	1.8	0.8	-2	-6	-27	18	14	4.1	0.9	-0.3
Nc1nnc(SCc2ccccc2F)n1-c1ccccc1	0.9	2.8	1	5	-3	13	7	-2	-0.4	1	-0.2
CC(CC(=O)c1cccs1)CC(=O)c1cccs1	0.9	-1.7	0.8	30	4	-56	11	-7	1.5	0.8	-0.1
CCCn1c(N2CCN(C)CC2)nc2c1c(=O)[nH]c(=O)n2C	0.9	0.3	0.9	3	12	·	10	2	2.2	0.9	-0.3
Cc1nn2c(NCCOCCO)c3c(nc2c1-c1ccccc1)CCCC3	0.9	0.4	0.9	2	1	·	11	23	0.9	1	-0.3
O=C(Nc1ccccc1F)c1cc2nc(C(F)F)cc(C(F)F)n2n1	0.8	-0.1	0.9	6	7	·	16	-2	4.3	1.2	-0.4
COc1ccc(N2CCN(C(=O)CCSCc3ccccc3F)CC2)cc1	0.9	-0.8	1	6	-6	-12	8	4	-1.0	0.9	0.4
COC(=O)c1[nH]c2ccccc2c1NC(=O)CN1CCCc2ccccc21	0.9	4.3	1.1	-1	-9	2	7	22	4.1	0.9	-0.2
Cc1nc(N)c(Br)c(C)c1Br	0.9	-0.5	0.9	4	-5	-12	11	1	-0.6	0.9	-0.3
Oc1[nH]c2ccccc2c1N=NC(=S)NCCc1ccccc1	0.8	-0.1	0.8	7	0	0	19	-2	4.4	0.9	-0.5
CCCCN(CC)CCNC(=O)c1[nH]c(C)c(C(C)=O)c1C	1	0.3	1.1	3	6	·	0	13	0.9	1.1	-0.3
Cc1nn(C)c(C(=O)N/N=C/c2ccc(C(F)(F)F)cc2)c1[N+](=O)[O-]	0.8	-0.3	1	-3	-9	0	18	23	0.1	1	-0.1
CCOc1ccc2c(c1)C(C)=CC(C)(C)N2C(=O)Nc1ccccc1	0.5	-0.7	0.5	18	-8	·	48	50*	3.5	0.6	-0.3
SMILES	Diaphorase act	Redox H2O2 prof	PMI act	G6PDH counter	TLR4-MyD88 BLA	S1P3 antagonist	Diaph inh CS	Lmaj promast	RAM network inh	PMI act satM6P	Hsp70 activator
CCOc1ccc(-n2cc(C(=O)Nc3ccc(Cl)cn3)c3cc(OC)c(OC)cc3c2=O)cc1	1.1	0.3	1.1	5	3	·	-8	-7	5.0	1.1	-0.6
O=C(c1cc(-c2cccnc2)nc2ccc(Br)cc12)N1CCN(c2ncccn2)CC1	0.8	-2.4	0.9	11	1	-17	17	9	1.6	0.9	-0.1
CN(C)/C=N/c1ncc(C(=O)c2ccc(Cl)cc2Cl)s1	1.1	1.1	1.1	3	-25	0	-9	-9	-0.5	1.1	0.0
CCCCOC(=O)Nc1ccccc1C(N)=O	0.9	-2.4	1.1	5	16	1	9	-9	1.1	1	0.2
O=C(Oc1ccc2c(=O)c(Cl)coc2c1)c1ccncc1	0.9	-0.1	1	11	3	·	15	-6	0.0	1	-0.5
COCCn1nnnc1SCC(=O)NCc1ccc2c(c1)OCO2	1	-0.4	1.1	-1	-12	2	4	5	0.5	1	-0.4
Cc1ccc2oc(=O)c3cnn(CC(=O)NC4CCN(Cc5ccccc5)CC4)c3c2c1	0.9	-2.8	1.1	-6	-4	-14	9	12	0.2	1.1	0.0
COC(=O)c1ccccc1S(=O)(=O)N1CCn2cccc2C1C (stereo unspecified)	1	-0.6	1.2	-7	-8	-6	4	-2	4.7	1	-0.1
CCCC(=O)C1C(=O)CC(CC(C)SCC)CC1=O (stereo unspecified)	0.9	-0.1	1	20	-5	·	7	-4	-1.3	1	-0.4
CCOC(=O)c1ccc2nc(NC(C)=O)sc2c1	1	0.4	1.1	1	-10	-25	3	-2	1.5	1	0.1
O=C(COC(=O)C1CC(O)CN1S(=O)(=O)c1ccc(Cl)cc1)c1cccc(Cl)c1 (stereo unspecified)	0.8	-0.7	0.9	10	-7	-1	16	-10	-0.4	0.9	-0.1
Cc1nn(Cc2ccc(Cl)cc2)c(C)c1NC(=O)c1cc(-c2ccco2)on1	1	-0.7	0.9	4	-10	28	1	3	2.5	1	-0.4
COc1ccccc1CNCC(=O)Nc1ccc(N2CCOCC2)cc1	0.9	-0.3	0.9	6	-6	-18	9	-7	0.7	0.9	0.1
COC(=O)c1ccccc1N(C)S(=O)(=O)c1cc2c(cc1C)OCC(=O)N2	0.9	-0.5	1.1	4	16	4	9	-4	-1.2	1	-0.2
O=C1CSC(=Nc2ccccc2)N1Cc1ccccc1	0.9	0.0	0.9	-6	-7	-7	10	5	-0.6	1.1	-0.1
COc1ccc(N2C(=O)CSC2c2ccccc2[N+](=O)[O-])cc1 (stereo unspecified)	1	-0.3	1	4	-35	2	2	7	-1.0	1	0.8
Cc1ccc(-c2csc(N/N=C/c3ccco3)n2)c(C)c1	0.7	-0.3	0.9	-10	2	-9	26	-1	2.1	0.9	0.1
O=C(O)C1(P(=O)(c2ccccc2)c2ccccc2)CCC1	0.9	-0.5	1	2	8	-11	6	-3	-0.4	1	-0.3
O=C(Nc1ccc(Cl)cn1)Nc1ccc(Cl)cn1	1.1	-2.0	1	0	-9	2	-10	-4	2.3	1.1	-0.1
Cc1cc(Nc2ccccc2)nn1C(=O)c1ccc(Cl)cc1	0.9	-0.1	0.8	11	3	·	14	-1	-0.1	0.9	-0.5
COc1cccc2sc(NNC(=O)C3=COCCO3)nc12	1	1.1	1	1	-5	-23	0	7	1.0	0.9	-0.1
Cc1ccc(CSC2=NCCN2C(=O)C2CC2)cc1	0.9	-3.0	1	4	-3	6	5	-11	1.2	1	0.1
Cc1nc2cc(C(=O)O)ccc2s1	0.9	2.8	1.1	18	7	10	6	-2	1.2	1	0.3
O=C1c2cccc(OCC(=O)N3CCCc4ccccc43)c2CCN1Cc1ccc(F)cc1	0.8	-0.4	1	-2	-14	8	22	95*	6.6	1	-0.4
N/C(=N\OC(=O)Cc1cccs1)c1ccc([N+](=O)[O-])cc1	0.9	-0.1	1	1	-1	-4	11	39	1.2	1	0.2

Looked up one by one from the entries so far (two):
SMILES	Diaphorase act	Redox H2O2 prof	PMI act	G6PDH counter	TLR4-MyD88 BLA	S1P3 antagonist	Diaph inh CS	Lmaj promast	RAM network inh	PMI act satM6P	Hsp70 activator
COc1ccccc1CNCC(=O)Nc1ccc(N2CCOCC2)cc1	0.9	-0.3	0.9	6	-6	-18	9	-7	0.7	0.9	0.1
CCOC(=O)c1ccc2nc(NC(C)=O)sc2c1	1	0.4	1.1	1	-10	-25	3	-2	1.5	1	0.1

Next section
SMILES	Diaphorase act	Redox H2O2 prof	PMI act	G6PDH counter	TLR4-MyD88 BLA	S1P3 antagonist	Diaph inh CS	Lmaj promast	RAM network inh	PMI act satM6P	Hsp70 activator
C(=N\n1cnnc1)/c1ccc(-c2ccccc2)cc1	0.8	-2.5	1.1	14	5	8	18	-5	1.5	0.9	-0.2
Nc1nonc1C(=O)NCCNC(=O)c1ccccc1F	0.9	0.1	0.8	9	-1	-37	5	-7	1.1	0.8	0.4
NC(=O)c1ccccc1-c1nc(-c2ccccc2)no1	0.9	-1.9	1	9	3	8	14	-5	2.1	1	-0.4
CCOC(=O)c1c(NC(=O)CCCC(=O)O)sc2c1CCC2	1	0.0	1	2	15	3	5	-4	2.5	1	0.0
Nc1nnc(/C=C/c2ccccc2)s1	1	-0.7	1	23	-4	-12	0	-1	0.3	1.1	-0.2
O=C1CN(C(=O)COC(=O)C2CC(=O)N(Cc3ccco3)C2)c2ccccc2N1 (stereo unspecified)	0.8	-0.8	1	5	-12	·	17	-2	0.1	1	-0.1
c1ccc(-c2csc(N3CCOCC3)n2)cc1	0.8	0.0	0.9	4	-4	·	17	3	-1.5	0.9	-0.1
Clc1ccc(OCCN2CCCCC2)cc1Cl	0.9	-0.6	1.1	-5	1	1	7	79*	0.8	1.2	-0.2
COc1ccc(/C=C/C(=O)OCC(=O)NCc2ccco2)c(OC)c1	1	-0.2	1	1	0	-12	1	-9	7.2	1	-0.2
O=C(c1cc(COc2ccc(F)cc2Cl)on1)N1CCC(c2ccncc2)CC1	0.3	-0.4	1	10	-9	-8	68*	12	3.4	1	0.0
O=S(=O)(c1ccc(-c2csc(Nc3ccc(Br)cc3)n2)cc1)N1CCCC1	0.8	0.1	0.8	12	-2	-7	17	-3	5.7	0.9	-0.4
